Assay outcomes from PubChem.
CCHF vOTU inh = CCHFV vOTU protease inhibition; Pep-AMC fluorescence; inhibition, % at 11.5 µM; 0.55% of 370,000 active; in the data active = inhibition above about 30%; also: 0% = vehicle wells with enzyme and 100% = no enzyme wells
Rv3671c inh = Rv3671c (M. tuberculosis) protease inhibition; P9WHR9; inhibition, % at 5.96 µM; 0.048% of 320,000 active; in the data active = inhibition above about 38%;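 also: extracellular domain of Rv3671c used as enzyme; 0% = enzyme with DMSO and 100% = no enzyme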
Target sequence (P9WHR9 whole entry, looked up, the tested form may be a part): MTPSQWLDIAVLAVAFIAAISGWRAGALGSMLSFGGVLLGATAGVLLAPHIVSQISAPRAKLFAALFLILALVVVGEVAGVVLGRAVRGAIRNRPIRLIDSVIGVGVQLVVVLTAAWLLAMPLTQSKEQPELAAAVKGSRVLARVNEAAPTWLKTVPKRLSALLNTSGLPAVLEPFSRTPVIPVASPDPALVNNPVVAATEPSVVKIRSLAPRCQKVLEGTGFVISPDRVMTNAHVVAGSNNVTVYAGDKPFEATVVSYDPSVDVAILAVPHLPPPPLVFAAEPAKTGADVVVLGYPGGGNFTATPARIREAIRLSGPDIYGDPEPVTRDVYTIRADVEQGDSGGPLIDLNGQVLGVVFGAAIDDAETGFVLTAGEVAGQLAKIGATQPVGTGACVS
TcdB GH inh = TcdB glycohydrolase inhibition; P18177; TcdB glycohydrolase enzymatic assay, plate reader; inhibition, % at 9.99 µM; 0.24% of 350,000 active; in the data active = inhibition above about 10%
Vc quorum ag = quorum light induction in luxS cqsA deficient V. cholerae; V. cholerae BH1578 lux reporter, luminescence, 6 h; activation, % at 18.7 µM; 0.16% of 350,000 active; AID 588436; in the data active = activation mostly above about 9.7%, no sharp cut-off; also: not every result past the cut was called active; inactives centre near 0; reference of the scale not given here
DUSP3 inh = inhibitors of human VHR1 phosphatase (DUSP3) | P51452 | recombinant VHR phosphatase, pNPP absorbance | inhibition, % at 13.3 µM | 0.52% of 290,000 active; in the data active = inhibition above about 50%; also: some compounds called inactive have numbers as strong as hits
Target sequence (P51452 whole entry, looked up): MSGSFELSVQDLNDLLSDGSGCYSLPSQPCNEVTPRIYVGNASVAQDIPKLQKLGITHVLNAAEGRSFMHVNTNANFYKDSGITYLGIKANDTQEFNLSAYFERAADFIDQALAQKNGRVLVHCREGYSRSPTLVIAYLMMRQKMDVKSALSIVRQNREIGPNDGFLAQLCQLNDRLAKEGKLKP
SSB-PriA inh = K. pneumoniae PriA-SSBct interaction inhibition | 0.6% of 430,000 active | inhibition, % at 33 µM | AlphaScreen SSBct-PriA binding, biotinylated peptide; in the data active = inhibition mostly above about 37%, no sharp cut-off; inactive = mostly below about 20%;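 also: plate controls were negative control peptide for no effect and reference peptide for full effect; strong numbers were not always called active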
MazEF act = MazEF (E. coli) toxin RNase activation | AID 504720 | 0.32% of 350,000 active | FAM/BHQ RNA-DNA oligo cleavage fluorescence, 5 h | activation, % at 20 µM | P0AE70; in the data active = activation above about 50%
Target sequence (P0AE70 whole entry, looked up): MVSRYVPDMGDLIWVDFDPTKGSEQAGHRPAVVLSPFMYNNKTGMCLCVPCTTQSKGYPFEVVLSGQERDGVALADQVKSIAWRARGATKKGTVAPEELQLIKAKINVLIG
PrPC TRFRET = cell surface PrPC inhibition, primary TR-FRET screen. P04156. TR-FRET read-out. inhibition, % at 13.8 µM. 0.43% of 370,000 active. AID 720596; in the data active = inhibition above about 24%; also: 0% = median of the test wells and 100% = reference compound wells
Yp Topo-I inh = inhibitors of Yersinia pestis topoisomerase I; Y. pestis Topo-I cleavage product accumulation, plate reader; activity, % at 10 µM; 0.064% of 360,000 active; AID 504884; in the data active = activity above about 50%, passing the limit was not always enough; also: inactives centre near 2
SARS 3CLpro inh = SARS-CoV 3CLpro protease inhibition; P0C6X7; recombinant SARS-CoV 3CLpro, quenched FRET peptide cleavage; inhibition, % at 6 µM; 0.14% of 290,000 active; AID 1706; in the data active = inhibition above about 12%
The depositor's hits bear a star; & = joins results of further samples. The list is partial, so the mix of outcomes need not match the whole.

For O=C(Cc1ccc(NS(=O)(=O)c2ccc(Cl)c(Cl)c2)cc1)NCCN1CCOCC1 the results were CCHF vOTU inh -3, TcdB GH inh 2.0, Vc quorum ag -0.3, SSB-PriA inh -5, MazEF act -3, PrPC TRFRET 7 and Yp Topo-I inh -16.
CCC1Oc2ccc(C)cc2N(CC(=O)NCCCN2CCN(Cc3ccccc3)CC2)C1=O (stereo not given) was read as CCHF vOTU inh 4, Rv3671c inh -4, TcdB GH inh 0.7, Vc quorum ag inactive, DUSP3 inh 10, SSB-PriA inh -7, MazEF act -4, PrPC TRFRET -8, Yp Topo-I inh 8 and SARS 3CLpro inh -1.
`CC12CCC(C(=O)N(NC(=O)c3ccccc3Cl)C1=O)C2(C)C` (stereo not given) gave CCHF vOTU inh 5, Rv3671c inh -3, TcdB GH inh 0.5, Vc quorum ag inactive, DUSP3 inh 0, SSB-PriA inh -6, MazEF act 6, PrPC TRFRET 8, Yp Topo-I inh -4 and SARS 3CLpro inh 1.
`O=S(=O)(NCc1cccnc1)c1ccc(Cl)nc1` gave CCHF vOTU inh -5, Rv3671c inh -2, Vc quorum ag inactive, DUSP3 inh 50*, SSB-PriA inh 16, MazEF act -8, PrPC TRFRET 5, Yp Topo-I inh 0 and SARS 3CLpro inh 3.
Screening COc1cc(Nc2ncnc(N)n2)cc(OC)c1OC returned CCHF vOTU inh 4, Rv3671c inh 5, TcdB GH inh 3.1, Vc quorum ag -0.6, DUSP3 inh 13, SSB-PriA inh -13, MazEF act 13, PrPC TRFRET -3, Yp Topo-I inh 0 and SARS 3CLpro inh 0.
`CCN(CC(=O)Nc1ccc(NC(C)=O)cc1)C(=O)c1ccc(COc2ccc(C(C)(C)C)cc2)cc1` gave CCHF vOTU inh 6, TcdB GH inh 1.2, Vc quorum ag -1.6, SSB-PriA inh 2, MazEF act 8, PrPC TRFRET 5 and Yp Topo-I inh 35.
For O=C(NC1CCCCC1)c1cc(-n2cnnc2)ccc1Cl the results were CCHF vOTU inh 5, Rv3671c inh 0, TcdB GH inh -1.5, Vc quorum ag inactive, DUSP3 inh 22, SSB-PriA inh -10, MazEF act 3, PrPC TRFRET 2, Yp Topo-I inh 1 and SARS 3CLpro inh 3.
Screening Cc1cc(C)nc(SCC(=O)Nc2ccc(S(=O)(=O)NC(C)(C)C)cc2)n1 returned CCHF vOTU inh -6, Rv3671c inh 1, TcdB GH inh -0.2, Vc quorum ag -0.2, DUSP3 inh 20, SSB-PriA inh -4&-8, MazEF act 0, PrPC TRFRET 9, Yp Topo-I inh 2 and SARS 3CLpro inh -1.
Screening C/C(=N\Nc1cc(Cl)nc(C)n1)c1ccc(Cl)c(Cl)c1 returned CCHF vOTU inh 1, Rv3671c inh 3, Vc quorum ag inactive, DUSP3 inh 4, MazEF act 3, PrPC TRFRET 7, Yp Topo-I inh 5 and SARS 3CLpro inh -1.
`COC(=O)CCC(=O)NNC(=O)CCC(=O)Nc1cccc(Cl)c1C` gave CCHF vOTU inh 8, Rv3671c inh 0, TcdB GH inh 0.1, Vc quorum ag -0.2, DUSP3 inh 22, SSB-PriA inh -2, MazEF act 1, PrPC TRFRET -1, Yp Topo-I inh 4 and SARS 3CLpro inh 1.

Overlap with the part before: 2 entries, followed by the next part.
Screening C/C(=N\Nc1cc(Cl)nc(C)n1)c1ccc(Cl)c(Cl)c1 returned CCHF vOTU inh 1, Rv3671c inh 3, Vc quorum ag inactive, DUSP3 inh 4, MazEF act 3, PrPC TRFRET 7, Yp Topo-I inh 5 and SARS 3CLpro inh -1.
`COC(=O)CCC(=O)NNC(=O)CCC(=O)Nc1cccc(Cl)c1C` gave CCHF vOTU inh 8, Rv3671c inh 0, TcdB GH inh 0.1, Vc quorum ag -0.2, DUSP3 inh 22, SSB-PriA inh -2, MazEF act 1, PrPC TRFRET -1, Yp Topo-I inh 4 and SARS 3CLpro inh 1.
For Cc1cc(Cl)ccc1NC(=S)NCc1ccc(Cl)cc1 the results were CCHF vOTU inh 9, Rv3671c inh -3, Vc quorum ag inactive, DUSP3 inh 27, SSB-PriA inh -8, MazEF act 13, PrPC TRFRET 3, Yp Topo-I inh 2 and SARS 3CLpro inh 7.
For O=C(CC(c1ccccc1)c1ccccc1)Nc1ccc(C(=O)O)cc1 the results were CCHF vOTU inh -3, Rv3671c inh 1, TcdB GH inh -1.2, Vc quorum ag -0.1, DUSP3 inh -7, SSB-PriA inh -1, MazEF act 1, PrPC TRFRET -8, Yp Topo-I inh -3 and SARS 3CLpro inh 1.
For CC(=O)c1sc2c(c1N)c(=O)[nH]c(=O)n2-c1ccccc1 the results were CCHF vOTU inh 3, Rv3671c inh 2, TcdB GH inh 0.1, Vc quorum ag -13, DUSP3 inh -20, SSB-PriA inh -8, MazEF act 12, PrPC TRFRET 5, Yp Topo-I inh 0 and SARS 3CLpro inh -4.
For Cc1nnc(NC(=O)c2ccc(F)c(S(=O)(=O)N3CCCCC3)c2)s1 the results were CCHF vOTU inh 3, Rv3671c inh -6, TcdB GH inh 3.5, Vc quorum ag -0.3, DUSP3 inh 14, SSB-PriA inh -5, MazEF act 1, PrPC TRFRET -1, Yp Topo-I inh -1 and SARS 3CLpro inh -2.
`Cc1c(NC(=O)c2cccc(NC(=O)Cc3ccccc3Cl)c2)c(=O)n(-c2ccccc2)n1C` gave CCHF vOTU inh 7, TcdB GH inh 0.6, Vc quorum ag inactive, MazEF act -4, PrPC TRFRET 1 and Yp Topo-I inh 4.
`Cc1nn(Cc2ccc(Cl)cc2)c(=O)n1N(C)c1ncc(C(F)(F)F)cc1Cl` gave CCHF vOTU inh 13, Rv3671c inh -6, Vc quorum ag -0.3, DUSP3 inh 6, SSB-PriA inh -12, MazEF act 2, PrPC TRFRET -1, Yp Topo-I inh 8 and SARS 3CLpro inh -1.
Screening CCOC(=O)c1ccc(NC(=O)CCN2C(=O)C3CC=CCC3C2=O)cc1 (stereo not given) returned CCHF vOTU inh -3, TcdB GH inh -1.1, Vc quorum ag 0.9, SSB-PriA inh -13, MazEF act -4, PrPC TRFRET 4 and Yp Topo-I inh -8.
`Cc1cccc(NC(=O)CSCC(=O)Nc2cccc(S(=O)(=O)N3CCCCCC3)c2)c1` gave CCHF vOTU inh 4, Rv3671c inh -11, TcdB GH inh 0.9, Vc quorum ag -0.3, SSB-PriA inh 5, MazEF act 2, PrPC TRFRET 1 and Yp Topo-I inh 32.
For COc1ccc2nc(C3CCCCC3)c3c(c2c1)CCC3 the results were CCHF vOTU inh -7, Rv3671c inh 0, TcdB GH inh 2.8, Vc quorum ag inactive, SSB-PriA inh -6, MazEF act 2, PrPC TRFRET 0 and Yp Topo-I inh 25.
For Cc1cccc(C2c3[nH]c4ccccc4c3CCN2C(=O)c2cc(CC(C)C)nc(C)n2)n1 (stereo not given) the results were CCHF vOTU inh 11, Rv3671c inh 3, TcdB GH inh 1.2, Vc quorum ag -0.6, DUSP3 inh 31, SSB-PriA inh 13, MazEF act 2, PrPC TRFRET 0, Yp Topo-I inh 5 and SARS 3CLpro inh 6.
For C/C(=N\NC(=O)c1ccc(Br)cc1)c1ccccc1 the results were CCHF vOTU inh 2, Rv3671c inh 6, Vc quorum ag inactive, DUSP3 inh 37, MazEF act -16, PrPC TRFRET 5, Yp Topo-I inh 0 and SARS 3CLpro inh 5.
O=C(Oc1ccc(N2C(=O)CCC2=O)cc1)c1ccccc1 was read as CCHF vOTU inh 2, Rv3671c inh 5, Vc quorum ag inactive, DUSP3 inh 22, SSB-PriA inh -1, MazEF act 3, PrPC TRFRET 3, Yp Topo-I inh 2 and SARS 3CLpro inh 0.
CCOC(=O)CCCNC(=O)COC(=O)/C=C/c1ccc2c(c1)OCO2 was read as CCHF vOTU inh -18, Rv3671c inh -4, TcdB GH inh -0.1, Vc quorum ag inactive, DUSP3 inh 9, SSB-PriA inh 2, MazEF act 5, PrPC TRFRET -3, Yp Topo-I inh 5 and SARS 3CLpro inh 7.
O=C(O)c1ccc(Cl)c(S(=O)(=O)NC(Cc2ccccc2)C(=O)O)c1 (stereo not given) was read as CCHF vOTU inh -1, Rv3671c inh 1, TcdB GH inh 0.2, Vc quorum ag -0.4, DUSP3 inh 6, SSB-PriA inh -25, MazEF act -7, PrPC TRFRET 7, Yp Topo-I inh 10 and SARS 3CLpro inh -2.
Screening COc1ccc2[nH]c3c(c2c1)CCn1c-3nc2ccccc2c1=O returned Rv3671c inh -16, Vc quorum ag 8.3, DUSP3 inh 13, SSB-PriA inh 9, MazEF act 1, Yp Topo-I inh 8 and SARS 3CLpro inh -6.
`CC(=O)NN1C(=O)c2ccccc2NC1c1ccoc1` (stereo not given) gave CCHF vOTU inh -68, Rv3671c inh 11, TcdB GH inh 1.2, Vc quorum ag -0.1, DUSP3 inh 12, SSB-PriA inh -3, MazEF act 8, PrPC TRFRET 0, Yp Topo-I inh 2 and SARS 3CLpro inh 3.
CC1c2nc3ccccc3n2C(CC(=O)NCc2ccccn2)C(=O)N1Cc1ccccc1 (stereo not given) was read as CCHF vOTU inh -11, Rv3671c inh 5, Vc quorum ag -0.5, DUSP3 inh 10, SSB-PriA inh -21, MazEF act 5, PrPC TRFRET 13, Yp Topo-I inh 1 and SARS 3CLpro inh 2.
`CC12CCCCC1=NC(c1ccc(Br)cc1)N2O` (stereo not given) gave CCHF vOTU inh -2, Rv3671c inh 4, Vc quorum ag inactive, DUSP3 inh 4, SSB-PriA inh 1, MazEF act -4, PrPC TRFRET -5, Yp Topo-I inh -4 and SARS 3CLpro inh 2.
Screening COc1ccc(C(=O)N/N=C(/C)c2cccc(NC(=O)c3ccncc3)c2)cc1OC returned CCHF vOTU inh -5, TcdB GH inh 0.6, Vc quorum ag -0.4, DUSP3 inh 16, MazEF act 2, PrPC TRFRET 5, Yp Topo-I inh 13 and SARS 3CLpro inh 0.
`Cc1nn(-c2ccccc2)c(C)c1NC(=O)COC(=O)c1ccccc1OC(F)F` gave CCHF vOTU inh -14, Rv3671c inh -4, TcdB GH inh 1.4, Vc quorum ag inactive, DUSP3 inh 16, SSB-PriA inh -10, MazEF act 12, PrPC TRFRET 2, Yp Topo-I inh 5 and SARS 3CLpro inh -2.
Screening Cc1cc(C)nc(N2CCCC(C(=O)NCc3cccc(C(F)(F)F)c3)C2)n1 (stereo not given) returned CCHF vOTU inh -6, Rv3671c inh 9, Vc quorum ag -0.3, DUSP3 inh 24, SSB-PriA inh 3, MazEF act -3, PrPC TRFRET 5, Yp Topo-I inh 12 and SARS 3CLpro inh -4.
Screening Cn1nc(C(=O)Nc2cccnc2)c2ccccc2c1=O returned CCHF vOTU inh -6, Rv3671c inh -1, Vc quorum ag 0.7, DUSP3 inh 7, SSB-PriA inh 3, MazEF act -3, PrPC TRFRET -5, Yp Topo-I inh 1 and SARS 3CLpro inh 5.
`CCn1c(COc2c(C)cccc2C)nnc1SCC(=O)N1CCN(c2ccccc2)CC1` gave CCHF vOTU inh 21, Rv3671c inh 4, Vc quorum ag inactive, DUSP3 inh 10, SSB-PriA inh 6, MazEF act -11, PrPC TRFRET -2, Yp Topo-I inh 15 and SARS 3CLpro inh -7.
Screening Nc1ccc(S(=O)(=O)NCc2ccccn2)cc1 returned CCHF vOTU inh -17, Rv3671c inh 0, TcdB GH inh -2.0, Vc quorum ag -0.6, SSB-PriA inh -5, MazEF act 5, PrPC TRFRET -8, Yp Topo-I inh 3 and SARS 3CLpro inh 1.
`CS(=O)(=O)c1ccc(Cl)c(NC(=O)COC(=O)c2c(Cl)cccc2Cl)c1` gave CCHF vOTU inh -2, Rv3671c inh 0, TcdB GH inh 1.1, Vc quorum ag inactive, DUSP3 inh 12, SSB-PriA inh -9, MazEF act 1, PrPC TRFRET 7, Yp Topo-I inh -2 and SARS 3CLpro inh 1.
COC(=O)c1cc(CNC(=O)c2ccc(S(=O)(=O)N(C)c3ccccc3)cc2)ccc1OC was read as CCHF vOTU inh -1, Rv3671c inh -9, TcdB GH inh 1.0, Vc quorum ag inactive, SSB-PriA inh -5, MazEF act 4, PrPC TRFRET 4 and Yp Topo-I inh 10.
`Cc1cccc(NC(=O)CNC(=O)c2ccco2)n1` gave CCHF vOTU inh -9, Rv3671c inh -7, TcdB GH inh 2.1, Vc quorum ag inactive, SSB-PriA inh 7, MazEF act -2, PrPC TRFRET -7 and Yp Topo-I inh 0.
